NTR1 agonist – NTR1-driven beta-arrestin-GFP spot formation – imaging, U2OS cells, high content, primary screen (AID 493036); P30989; agonist mode; activation, % at 20 µM; 330,000 compounds, 0.17% hits;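 active = activation at or above 40% of the spot to cytoplasm intensity ratio, with at least 20 cells analyzed; inconclusive = wells under 20 cells, flagged as cytotoxic or low count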;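 note: 0% = DMSO without peptide and 100% = 100 nM NTR1 peptide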
Target sequence (P30989 whole entry, looked up): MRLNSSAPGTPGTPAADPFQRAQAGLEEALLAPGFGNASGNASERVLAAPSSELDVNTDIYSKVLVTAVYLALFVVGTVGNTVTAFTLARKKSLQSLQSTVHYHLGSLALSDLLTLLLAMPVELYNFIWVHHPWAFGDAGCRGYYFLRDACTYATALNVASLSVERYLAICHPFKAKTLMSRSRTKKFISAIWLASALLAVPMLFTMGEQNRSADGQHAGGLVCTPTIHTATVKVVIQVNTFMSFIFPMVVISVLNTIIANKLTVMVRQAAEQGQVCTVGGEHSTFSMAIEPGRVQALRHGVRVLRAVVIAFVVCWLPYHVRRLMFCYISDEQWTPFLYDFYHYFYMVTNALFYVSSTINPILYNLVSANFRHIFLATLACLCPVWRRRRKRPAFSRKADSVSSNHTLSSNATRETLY
WT yeast gro inh – growth inhibition of WT yeast, mitochondrial fusion screen; 190,000 compounds, 2.1% hits; AID 1362; inhibition, % at 10 µM; mitochondrial fusion phenotypic screen, WT strain; in the data active = inhibition above about 58%; tested in S. cerevisiae
NS5 inhibitors – flavivirus cap methylation enzyme inhibition – biochemical, confirmation dose response, primary screen (AID 588689) | Dengue-2 NS5 methyltransferase capping enzyme assay, biochemical; higher % means a stronger effect | inhibition, % at 25 µM, or IC50 in µM where a hit was titrated | 340,000 compounds, 0.3% hits; in the data active = a potency from the dose series; inconclusive = inhibition above about 29% without an active follow-up result
AID2073 – disruptors of CaV2.2 binding to Mint1 – biochemical, HTRF (AID 2073). 290,000 compounds, 0.19% hits. HTRF protein-protein interaction, Mint1-CaV2.2; higher % means a stronger effect. inhibition, % at 20 µM, or IC50 in µM where a hit was titrated; in the data active = inhibition mostly above about 51%, no sharp cut-off; inconclusive = no clear call, values can overlap the other calls; inactive = mostly below about 53%; note: some results filed as inactive read as strong as hits
UTI89 phage lysis – inhibition of K1F phage lysis, E. coli UTI89, bacterial capsule biogenesis inhibitors, alamar blue (AID 488966). E. coli UTI89 K1F phage lysis, alamar blue, 2 h; higher % means a stronger effect. 340,000 compounds, 0.02% hits. inhibition, % at 100 µM; hits with a dose series show IC50 in µM;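 active = phage lysis inhibition, versus mean bacterial control, above a set limit; inconclusive = no clear call, values can overlap the other calls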;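 note: capsule biogenesis inhibitors block K1F phage lysis so surviving cells raise fluorescence; higher fluorescence means more inhibition of phage lysis; actives were called in the ten point dose series up to 300 µM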
GPR35 arrestin U2OS – GPR35 antagonists blocking zaprinast-driven arrestin recruitment, primary screen, imaging, U2OS, beta-arrestin-GFP, zaprinast agonist (AID 2058); 290,000 compounds, 0.052% hits; inhibition, % at 10 µM, or IC50 in µM where a hit was titrated; U2OS GPR35 beta-arrestin-GFP translocation imaging, zaprinast antagonism; higher % means a stronger effect;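 active = inhibition of at least 50% with at least 30 cells and total cytoplasm GFP at most 10,000,000; inconclusive = under 30 cells or total GFP of 10,000,000 plus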
RSV CPE inhibition – RSV antiviral activity via CPE protection, HEp-2 cells, primary 10 µM value included (AID 2391) | HEp-2 cells, RSV-induced CPE inhibition; higher % means a stronger effect | CPE inhibition, % at 10 µM, or IC50 in µM where a hit was titrated | 310,000 compounds, 0.13% hits; in the data active = a potency from the dose series; inconclusive = CPE inhibition mostly from about 23% at the one dose, without a potency; inactive = the rest, 99 in 100 with CPE inhibition below about 21%; note: strong numbers were not always called active
Autophagy mod – modulators of autophagy; MEF GFP-LC3 puncta imaging; test concentration mostly 10 µM; calls only at 10 µM (by protocol); 190,000 compounds, 0.98% hits; AID 463193;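 active = percentage of spot-positive cells more than 3 SD above its plate mean, without a fluorescence outlier flag or 80% toxicity; inconclusive = no clear call, values can overlap the other calls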;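 note: spot-positive cell cutoff set from DMSO-treated cells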
LYP inhibition – PTPN22 lymphoid phosphatase activity blockers – biochemical, fluorescence intensity, uHTS (AID 1779); recombinant LYP phosphatase, fluorescence intensity; higher % means a stronger effect; inhibition, % at 11.5 µM, or IC50 in µM where a hit was titrated; 290,000 compounds, 0.054% hits; in the data active = inhibition above about 50%;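 note: plate controls were vehicle with enzyme for no effect and no enzyme for full effect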
WT yeast gro inh mutant strain – further read-out of WT yeast gro inh, marked with its call; inhibition, %; mitochondrial fusion phenotypic screen, mutant strain inhibition
Autophagy mod cell loss 18 h – recorded beside Autophagy mod, whose call it bears; toxicity, %; measured here: cell loss, nuclei count;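 cell loss after 18 h compound exposure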
NTR1 agonist cell count 20 µM – recorded beside NTR1 agonist, whose call it bears; cell count; measured here: cell count, cytotoxicity flag
NS5 inhibitors pilot replicate – second read-out of NS5 inhibitors, no call of its own (marks repeat the call); inhibition, %; measured here: pilot screen replicate inhibition
Numbers without * were called inactive; i = inactive; ? = inconclusive; / = not tested or not shown; [ ] = dose if it differs, or a comment.

SMILES	NTR1 agonist	NTR1 agonist cell count 20 µM	WT yeast gro inh	WT yeast gro inh mutant strain	NS5 inhibitors	AID2073	UTI89 phage lysis	GPR35 arrestin U2OS	RSV CPE inhibition	Autophagy mod	Autophagy mod cell loss 18 h	LYP inhibition	others
N/C(=N\O)C1COc2ccccc2O1 (centres undefined)	1.3	78	2	18	1%	-8%	0.4%	4%	4.3%	i	-5	-8%	NS5 inhibitors pilot replicate=2.4
O=C(COc1ccccc1Cl)Nn1cnnc1	1.0	36	-8	24	1%	7%	1.1%	-2%	0.1%	i	-6	-2%
CN(C)c1ccc(N=Nc2ccc(C(=O)O)cc2)cc1	0.8	90	/	/	26%	13%	0.4%	-14%	0.6%	/	/	-4%
CCCOc1ccc(C(=O)N2CCN(Cc3ccc4c(c3)OCO4)CC2)cc1	2.1	74	/	/	-1%	15%	0.2%	3%	15%	/	/	-8%
OC1(c2cccc(C(F)(F)F)c2)CCNCC1	-0.2	64	4	10	3%	17%	0.7%	-2%	0.5%	i	10	-7%	NS5 inhibitors pilot replicate=1.2
Nc1ncn([C@@H]2O[C@H](CO)[C@@H](O)[C@H]2O)c(=O)n1	0.7	43	/	/	1%	/	-7.2%	/	3.9%	/	/	/
O=C(CSc1ncn[nH]1)c1ccc2c(c1)OCCO2	-0.3	72	11	-5	5%	-6%	1.2%	4%	-0.2%	i	1	-3%
Cc1cc(NC(=O)CCC(=O)N(Cc2ccco2)C2(C(=O)NC3CCCCC3)CCN(C)CC2)no1	-1.5	78	-67	-2	1%	2%	6.6%	1%	0.3%	i	4	0%
COc1ccc(C(C)=O)cc1COc1cccc2cccnc12	1.8	75	/	/	3%	12%	0.1%	-4%	3.0%	/	/	-7%
O=C(Nc1ccc(Br)c(Cl)c1)c1ccco1	0.5	55	34	34	-10%	5%	1.0%	13%	?	i	4	-1%
Cc1cc(Br)ccc1NC(=S)NC1CCCC1	2.2	71	/	/	0%	-2%	0.6%[50 µM]	-18%	0.9%	/	/	-5%
CCOC(=O)CC1C(=O)NCCN1S(=O)(=O)c1ccc(F)cc1 (centres undefined)	-1.3	70	-7	-9	9%	3%	1.0%	-16%	0.5%	i	23	-6%
O=C(O)CCCC(=O)NCCCc1ccccc1	0.8	43	-14	-4	2%	1%	0.5%	3%	0.5%	i	12	-5%
O=C(O)/C=C/C(=O)c1c(-c2ccccc2)[nH]c2ccccc12	-0.9	58	/	/	>100µM*	14%	0.2%	0%	1.9%	/	/	-3%	NS5 inhibitors pilot replicate=-3.6*
Cc1ccc(/C=C/c2nc3ccccc3c(=O)[nH]2)cc1	-0.1	50	/	/	-2%	27%	0.1%	-7%	-0.9%	/	/	-6%
CCC(=O)OCC(=O)C1(OC(=O)CC)[C@H](C)C[C@H]2[C@H]3[C@H]([C@@H](O)C[C@@]21C)[C@@]1(C)C=CC(=O)C=C1C[C@H]3Cl (some centres undefined)	0.0	48	/	/	-7%	/	7.2%	/	-1.4%	/	/	/
CCOc1cc2nc(-c3ccc(OC)c(OC)c3)nc(NCCCN3CCOCC3)c2cc1OC	0.3	83	-9	-20	-2%	13%	-0.3%	-10%	-4.1%	i	-12	2%
CC(C)Cc1c(O)nc(SCCN2CCOCC2)[nH]c1=O	1.6	83	-2	1	-10%	-4%	0.0%	-6%	1.1%	i	-9	-3%
CN1CCN(C(=S)c2ccc([N+](=O)[O-])cc2)CC1	-1.9	53	-6	3	5%	-8%	4.3%	-4%	2.2%	i	-10	-5%
CCOc1ccc(Br)cc1S(=O)(=O)Nc1ccc(NC(=O)c2ccccc2C)cc1	4.2	62	-3	-13	-3%	6%	2.1%	6%	?	i	-19	-6%
COc1ccc(/C=C(\C#N)C(=O)OCC(=O)NC(C)c2ccccc2)cc1 (centres undefined)	-1.6	79	6	11	6%	5%	0.2%	4%	0.9%	i	20	0%
C#CCNC(=O)C1=C[C@@H](c2ccc(Br)cc2)[C@H](CCCO)[C@@H](OCC)O1	4.5	89	2	-2	-6%	6%	-0.2%	-10%	-0.2%	i	-13	-4%
COc1ccc(Nc2nc(N)nc(CN3CCC(C)CC3)n2)cc1	-1.7	47	-6	5	2%	-11%	0.0%	-7%	-2.5%	i	-2	-8%
C=C(C)[C@@H](O)COc1c2ccoc2cc2oc(=O)ccc12	0.1	65	/	/	-6%	/	0.0%	/	2.2%	/	/	/
Cc1cc(N/N=C/c2ccccc2)nc(N2CCOCC2)n1	-0.7	55	/	/	/	18%	/	-2%	2.9%	/	/	0%
O=C(COc1cccc2ccccc12)N/N=C/c1ccc(Sc2nc3ccccc3s2)o1	4.7	78	16	-10	-3%	1%	4.6%	-6%	39%	i	-5	5%
COc1ccc(S(=O)(=O)N2CCC(c3nc4ccccc4[nH]3)CC2)cc1	0.1	45	/	/	-6%	0%	0.3%	15%	-0.2%	/	/	-9%
CC(NC(=O)c1cccs1)C1CCCO1 (centres undefined)	0.4	52	/	/	-2%	6%	-0.1%	13%	2.0%	/	/	-13%
O=C(c1cccn(Cc2ccc(Cl)c(Cl)c2)c1=O)N1CCOCC1	-1.3	69	1	17	-7%	16%	0.3%	4%	0.3%	i	29	-1%
CCOC(=O)N1CCC(NC(=O)c2ccc(CNS(=O)(=O)c3ccc(F)cc3)cc2)CC1	1.1	65	-8	4	-5%	4%	1.2%	2%	0.3%	i	-32	2%
CCCCN1CC2=C(C1=O)C(c1ccc(O)cc1)NC(=O)N2C (centres undefined)	1.5	46	-12	7	2%	-8%	0.3%	-3%	0.1%	i	-2	-1%
CSCCC(NC(=O)c1ccccc1Cl)C(=O)Nc1ccc(C)c(S(=O)(=O)N2CCOCC2)c1 (centres undefined)	-0.6	63	/	/	-6%	/	1.4%[50 µM]	/	-1.8%	/	/	/
Cc1cccc(N=Cc2[nH]c3ccc(Br)c(Cl)c3c2O)c1	/	/	-6	-10	6%	1%	3.7%	54%*	6.1%	?	/	3%
O=C(CSc1nnc2c(n1)[nH]c1ccccc12)Nc1nncs1	2.1	51	/	/	-4%	7%	0.4%	-13%	2.6%	/	/	-6%
COc1ccc(S(=O)(=O)NNC(=O)c2ccc([N+](=O)[O-])cc2)cc1	0.5	68	/	/	5%	2%	-2.9%	3%	6.9%	/	/	0%
C=CCn1c(COc2ccc(Cl)cc2)nnc1SCC(=O)N/N=C/c1cccc(O)c1	0.6	37	-5	21	-5%	-11%	0.0%	11%	0.6%	i	-35	0%
COc1ccccc1CCNC(=O)CSc1nnc2ccc(-c3ccncc3)nn12	0.4	55	-8	6	-3%	-6%	0.1%	1%	-0.7%	i	2	-8%
Cc1c(Cl)cccc1N(CC(=O)NC1CCCCC1)S(C)(=O)=O	1.8	84	-30	-9	3%	2%	0.0%	3%	-0.3%	i	14	-6%
COc1ccc(C2=NOC(C(=O)NCc3cccs3)C2)cc1OC (centres undefined)	-0.4	86	4	10	/	4%	/	-16%	0.7%	i	45	-1%
COc1ccc(/C(C)=N/NC(=O)CNC(=O)C(c2ccccc2)c2ccccc2)c(OC)c1	1.7	50	/	/	-3%	13%	-2.4%	-3%	0.6%	/	/	7%
COc1ccc(NC(C)C(=O)N/N=C/c2ccc([N+](=O)[O-])s2)cc1 (centres undefined)	2.0	19	11	-6	-5%	-12%	-4.1%	-1%	-0.3%	i	-13	-3%
CCOC(=O)N1CCC(NC(=O)c2cnn3c2NC(c2ccco2)CC3C(F)(F)F)CC1 (centres undefined)	-0.1	44	11	-6	1%	8%	-0.2%	9%	1.3%	i	5	3%
CN(C)S(=O)(=O)c1cccc(C(=O)NCC(=O)NC2CCN(Cc3ccccc3)CC2)c1	1.8	47	/	/	2%	6%	-0.2%	3%	-0.6%	/	/	-11%
Cc1ccc(C)c(NC(=S)c2ccc3ccccc3n2)c1	-0.2	49	48	1	-1%	6%	-0.1%	-15%	13%	i	9	2%
CCOC(=O)/C(C#N)=C/c1c(OCC)n(CC)c2ccccc12	1.4	53	-2	-3	-7%	7%	2.0%	-11%	?	i	0	-1%
COC(=O)CCC(=O)OC1(C)C(=O)C2=COC(c3ccc(OC)cc3)=CC2=C(Br)C1=O (centres undefined)	-0.3	91	/	/	/	10%	/	4%	-1.0%	/	/	3%
Cc1ccc(C)c(-c2cc(C(=O)NC3CC3)c3ccccc3n2)c1	-1.1	57	/	/	0%	-5%	0.0%	6%	0.9%	/	/	-9%
O=C1c2ccccc2C(=O)N1Cc1cc(-c2ccc(Cl)cc2)no1	2.4	49	/	/	-4%	/	0.1%	/	1.3%	i	-3	/
CCOCC(=O)N1CCc2ccccc21	0.0	44	-2	-4	-3%	-5%	0.4%	6%	1.4%	i	-1	-6%
Cc1cc(SCC(=O)c2cc(C)n(C)c2C)nc2ccccc12	9.2	66	3	-15	-2%	-14%	1.2%[50 µM]	15%	2.5%	i	13	-1%

Pulled by structure from above (2):
SMILES	NTR1 agonist	NTR1 agonist cell count 20 µM	WT yeast gro inh	WT yeast gro inh mutant strain	NS5 inhibitors	AID2073	UTI89 phage lysis	GPR35 arrestin U2OS	RSV CPE inhibition	Autophagy mod	Autophagy mod cell loss 18 h	LYP inhibition	others
CCOC(=O)N1CCC(NC(=O)c2ccc(CNS(=O)(=O)c3ccc(F)cc3)cc2)CC1	1.1	65	-8	4	-5%	4%	1.2%	2%	0.3%	i	-32	2%
O=C(O)CCCC(=O)NCCCc1ccccc1	0.8	43	-14	-4	2%	1%	0.5%	3%	0.5%	i	12	-5%

Next part:
SMILES	NTR1 agonist	NTR1 agonist cell count 20 µM	WT yeast gro inh	WT yeast gro inh mutant strain	NS5 inhibitors	AID2073	UTI89 phage lysis	GPR35 arrestin U2OS	RSV CPE inhibition	Autophagy mod	Autophagy mod cell loss 18 h	LYP inhibition	others
CNC(=S)N/N=C/c1cc(C)n(-c2ccc(Cl)c(Cl)c2)c1C	3.8	61	54	6	-3%	-4%	13%	-10%	19%	i	3	0%
Cc1ccc(NC(=O)Nc2nnc(-c3ccncc3)s2)cc1C	4.0	48	-10	-14	-9%	76%*	-1.7%	17%	?	i	4	-6%
O=C1CN(c2ccc(Cl)cc2)C2(CCCCC2)S1	0.7	31	-1	13	1%	1%	-3.5%	-9%	2.1%	i	9	-5%
CCN(c1ccccc1)S(=O)(=O)c1ccc(OC)c(NC(=O)CNCC(C)O)c1 (centres undefined)	-0.4	59	5	6	-1%	3%	5.3%	9%	1.7%	i	-5	-8%
CCCn1c(=O)c(C(=O)NCc2ccncc2)c(O)c2ccccc21	1.8	41	13	21	-4%	8%	0.9%	12%	1.4%	i	23	-11%
COc1ccc(NC(=O)Nc2ccccc2C(N)=O)cc1	0.7	76	15	6	-4%	6%	0.5%	-14%	1.5%	i	12	-10%

Screening data: PubChem BioAssay, several laboratories

Not a hit list; about 2.6% have a hit in one of these screens.
